# Screening results: PubChem, The Scripps Research Institute Molecular Screening Center
# PME-1 Maybridge – inhibitors of human PME-1 in Maybridge library. inhibition, % at 9 µM. Protein phosphatase methylesterase 1 (Homo sapiens), Q9Y570. AID 2291, 2010. hit rate 0.5% among 16,000. recombinant PME-1, FP-Rh probe fluorescence polarization; in the data active means inhibition above about 30%
# Nox1 inh – inhibitors of human NADPH oxidase 1 (Nox1); hit rate 0.81% among 16,000; AID 1792, 2009; HT29 cells, luminol chemiluminescence ROS; inhibition, % at 6.7 µM
# NOTCH agonist – agonists of NOTCH signaling | NOTCH signaling luciferase reporter cells, luminescence | activation, % at 2.5 µM | AID 434982, 2010 | hit rate 0.4% among 15,000; in the data active means activation above about 2.2%
# luminol inh ctr – counter-screen for Nox1 inhibitors: inhibitors of luminol chemiluminescence; HRP/luminol/H2O2 chemiluminescence counterscreen; inhibition, % at 6.7 µM; hit rate 0.4% among 16,000; AID 1823, 2009; further: reference of the scale not given here
# TLR4-MyD88 inh – inhibitors of human TLR4-MyD88 binding; Toll-like receptor 4 (Homo sapiens), O00206; Cell-based TLR4-MyD88 binding inhibition assay; inhibition, % at 10 µM; hit rate 0.06% among 16,000; in the data active means inhibition above about 45%
# rat GALR2 ag – agonists of rat galanin receptor 2 (GALR2); hit rate 0.5% among 16,000; cell-based GALR2 agonist screen; activation, % at 10 µM; in the data active means activation above about 15%
# KOR antag MB – antagonists of human kappa opioid receptor OPRK1, Maybridge library | OPRK1 cells, antagonist mode, fluorescence readout | hit rate 0.4% among 16,000 | Kappa-type opioid receptor (Homo sapiens), P41145 | inhibition, % at 9 µM; in the data active means inhibition above about 50%
# Target sequence (P41145 whole entry, looked up): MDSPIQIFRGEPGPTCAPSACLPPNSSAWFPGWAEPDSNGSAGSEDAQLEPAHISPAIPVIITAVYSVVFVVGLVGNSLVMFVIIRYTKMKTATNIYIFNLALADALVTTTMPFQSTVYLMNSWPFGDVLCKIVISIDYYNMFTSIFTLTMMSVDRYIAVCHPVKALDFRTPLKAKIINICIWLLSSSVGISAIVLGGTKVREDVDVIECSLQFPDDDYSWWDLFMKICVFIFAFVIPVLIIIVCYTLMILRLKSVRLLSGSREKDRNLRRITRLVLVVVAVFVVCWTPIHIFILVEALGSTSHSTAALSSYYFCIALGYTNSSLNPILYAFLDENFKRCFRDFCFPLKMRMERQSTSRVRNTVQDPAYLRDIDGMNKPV
# S1P1 agonist – activates the human S1P1 receptor; Sphingosine 1-phosphate receptor 1 (Homo sapiens), P21453; S1P1 agonist cell-based reporter assay; activation, % at 4.5 µM; hit rate 1.5% among 16,000; AID 1044, 2008; in the data active means activation above about 80%
# Target sequence (P21453 whole entry, looked up): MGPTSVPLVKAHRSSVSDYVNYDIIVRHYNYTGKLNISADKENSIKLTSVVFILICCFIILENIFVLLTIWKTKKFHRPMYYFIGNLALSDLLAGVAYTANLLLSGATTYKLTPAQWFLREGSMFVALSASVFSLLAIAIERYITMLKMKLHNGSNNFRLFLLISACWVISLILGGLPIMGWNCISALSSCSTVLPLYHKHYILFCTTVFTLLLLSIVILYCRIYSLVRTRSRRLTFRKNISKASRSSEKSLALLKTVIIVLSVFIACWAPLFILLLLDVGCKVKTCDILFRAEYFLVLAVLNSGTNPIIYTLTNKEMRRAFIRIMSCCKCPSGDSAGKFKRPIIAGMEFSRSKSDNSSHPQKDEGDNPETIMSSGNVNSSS
# * = called active by the depositor; . = no result given. Unless noted, no stated cut-off is given here; in the data, active means inhibition above about 75%; inactive means the rest.
[1] c1ccc2c(c1)CN1CCCCN1C2
[2] Cn1c(CNC(=O)c2ccc(Cl)cc2)nnc1SCc1ccccc1
[3] c1cc(-c2ccsc2)[nH]n1
[4] Cc1ccc(S(=O)(=O)Nc2ccc3[nH]cc(Cl)c3c2)cc1
[5] CSc1nnc2c(n1)[nH]c1ccccc12
[6] COCCCNC(=S)N/N=C/c1ccc(-c2ccc(OC)cc2)s1
Compound,1,2,3,4,5,6
PME-1 Maybridge,3,3,0,0,-3,1
Nox1 inh,-29,-28,-1,13,-25,-37
NOTCH agonist,1.4,0.1,-0.3,-0.6,-0.4,-0.8
luminol inh ctr,-2,3,-4,-37,2,6
TLR4-MyD88 inh,-10,-11,1,6,0,-33
rat GALR2 ag,-5,5,-8,-11,-4,3
KOR antag MB,-8,19,-5,2,-10,-22
S1P1 agonist,-3,-23,6,22,6,41

[7] Cc1onc(-c2ccccc2)c1C(=O)N1CCN(C(=O)C2COc3ccccc3O2)CC1 (stereo unspecified)
[8] CC(C)(CC(=O)O)CC(=O)N1CCN(c2ncccn2)CC1
[9] CC(C)S(=O)(=O)C/C(N)=N\O
[10] CCOC(=O)CSc1c(C(=O)OCC)c(=O)n(-c2ccccc2)c(=S)n1-c1ccccc1
[11] Cc1nc(-c2noc(-c3ccc(C(F)(F)F)cc3)n2)cs1
[12] CSc1nc(N)nc(-c2cccnc2)n1
Compound,7,8,9,10,11,12
PME-1 Maybridge,6,-1,-1,-17,0,7
Nox1 inh,-59,-20,-55,-5,2,-63
NOTCH agonist,-0.4,1.3,-0.3,-0.6,0.2,-0.6
luminol inh ctr,-2,1,4,0,-5,-1
TLR4-MyD88 inh,-1,-8,1,-14,5,5
rat GALR2 ag,-2,-7,-8,-4,-6,-8
KOR antag MB,-16,-14,-13,24,-3,9
S1P1 agonist,0,-19,7,-10,14,-10

[13] O=C(NC(=S)NCc1cccnc1)c1ccccc1
[14] CC(=O)N1CCC(c2nc(-c3cccs3)no2)CC1
[15] CC(C)(C)S(=O)(=O)c1cnc(-c2ccncc2)nc1N
[16] Cc1ccc([N+](=O)[O-])c(C(=O)N/N=C/c2cccs2)c1
[17] Cc1n[nH]c(=S)n(/N=C/c2ccc(Cl)cc2)c1=O
[18] NS(=O)(=O)c1ccc(-c2ccc(/C=N/O)o2)cc1
Compound,13,14,15,16,17,18
PME-1 Maybridge,7,-1,-1,6,6,-5
Nox1 inh,0,4,-26,-4,30,-5
NOTCH agonist,0.8,-0.2,-0.6,-0.1,-0.6,-0.1
luminol inh ctr,-5,-2,1,-6,30,-44
TLR4-MyD88 inh,3,-8,7,-14,-5,-8
rat GALR2 ag,-3,-4,-9,-7,-8,0
KOR antag MB,-6,14,9,16,8,21
S1P1 agonist,-3,2,-7,11,8,-23

[19] COc1ccc(C2CC(c3ccc(C)cc3C)=NN2C(C)=O)cc1 (stereo unspecified)
[20] O=C(O)Cc1sc(-c2ccc(Cl)cc2)nc1O
[21] O=C(NCc1ccc(S(=O)(=O)NC2CCCCC2)s1)c1ccccc1
[22] O=C(O)CC1(CC(=O)Nc2cccc3nsnc23)CCCCC1
[23] COc1ccc(/C(C#N)=C2C=C/C(=N\O)C(Cl)=C\2)cc1
[24] CCOC(=O)Cc1c(C(=O)OCC)[nH]c(C)c1C(=O)OCc1ccccc1
Compound,19,20,21,22,23,24
PME-1 Maybridge,1,-2,7,-1,4,7
Nox1 inh,-35,-103,12,-25,34,-74
NOTCH agonist,-0.5,-0.2,-0.3,1.8,-0.3,5.8*
luminol inh ctr,3,4,-4,-4,-1,-1
TLR4-MyD88 inh,.,.,13,4,-7,1
rat GALR2 ag,-5,-5,0,-4,-7,-6
KOR antag MB,-4,28,7,9,29,15
S1P1 agonist,5,-9,19,7,20,-10

# Rewritten with each value named: entries from further up.
[4] Cc1ccc(S(=O)(=O)Nc2ccc3[nH]cc(Cl)c3c2)cc1
  PME-1 Maybridge: 0	Nox1 inh: 13	NOTCH agonist: -0.6	luminol inh ctr: -37	TLR4-MyD88 inh: 6	rat GALR2 ag: -11	KOR antag MB: 2	S1P1 agonist: 22
[6] COCCCNC(=S)N/N=C/c1ccc(-c2ccc(OC)cc2)s1
  PME-1 Maybridge: 1	Nox1 inh: -37	NOTCH agonist: -0.8	luminol inh ctr: 6	TLR4-MyD88 inh: -33	rat GALR2 ag: 3	KOR antag MB: -22	S1P1 agonist: 41
[15] CC(C)(C)S(=O)(=O)c1cnc(-c2ccncc2)nc1N
  PME-1 Maybridge: -1	Nox1 inh: -26	NOTCH agonist: -0.6	luminol inh ctr: 1	TLR4-MyD88 inh: 7	rat GALR2 ag: -9	KOR antag MB: 9	S1P1 agonist: -7
[20] O=C(O)Cc1sc(-c2ccc(Cl)cc2)nc1O
  PME-1 Maybridge: -2	Nox1 inh: -103	NOTCH agonist: -0.2	luminol inh ctr: 4	TLR4-MyD88 inh: .	rat GALR2 ag: -5	KOR antag MB: 28	S1P1 agonist: -9

# More compounds.
[25] O=[N+]([O-])c1cccnc1Sc1nccc(-c2cccnc2)n1
[26] Nc1nonc1/C(=N/O)N1CCCC1
[27] Cc1nn(C)c(=O)c2noc(/C=C/c3ccc(C(F)(F)F)cc3)c12
[28] CCOC(=O)c1c(SC)nc2ccc(Cl)cc2c1Oc1ccccc1
[29] COc1ccc(OC)c(S(=O)(=O)NCc2nn(-c3ccccc3)nc2C)c1
[30] N#Cc1nc(-c2ccccc2)c(-c2ccccc2)nc1C#N
Compound,25,26,27,28,29,30
PME-1 Maybridge,-2,-3,-6,-6,-5,-4
Nox1 inh,0,51,-25,-37,-20,-63
NOTCH agonist,-0.2,-0.1,.,-0.9,-1.0,-0.9
luminol inh ctr,2,13,3,3,-1,3
TLR4-MyD88 inh,2,1,4,14,-6,9
rat GALR2 ag,-7,-4,-6,-9,-4,4
KOR antag MB,-15,5,-7,-22,1,24
S1P1 agonist,15,-11,-1,53,-2,-16

# Following part.
no.	Structure	PME-1 Maybridge	Nox1 inh	NOTCH agonist	luminol inh ctr	TLR4-MyD88 inh	rat GALR2 ag	KOR antag MB	S1P1 agonist
31	CCCCCOc1ccc(C(=O)NN)cc1	0	-50	-0.3	3	-8	-3	12	-18
32	Cc1c(O)nc2ccccn2c1=O	-1	-30	0.3	4	0	-1	-5	-10
33	NNC(=O)CNS(=O)(=O)c1cccc2nsnc12	-1	-7	1.5	-2	-4	-6	-15	3
34	CO[C@@H]1O[C@H](COC(C)=O)[C@H](OC(C)=O)[C@H](OC(C)=O)[C@H]1OC(C)=O	18	11	-0.3	-4	3	0	31	12
35	Cc1ccc2cc(NC(=O)c3ccco3)ccc2n1	-1	-37	-1.3	2	-1	-5	18	-15
36	COc1ccc(OCC(O)CNC(=O)c2cccnc2Oc2ccc(Cl)cc2)cc1 (stereo unspecified)	5	15	-0.5	-7	2	-4	-27	11
37	COC(OC)c1ccnc(SCC(=O)Nc2ccc(C(C)C)cc2)n1	1	-6	-5.5	-3	-9	-5	4	-7
38	CCc1ccc(-n2nnnc2C/C=N/Nc2ccc([N+](=O)[O-])cc2)cc1	-10	27	-0.5	12	-5	-7	-4	16
39	CC(C)(C)c1cc(C(=O)N/N=C/c2ccc([N+](=O)[O-])s2)n[nH]1	4	4	-0.2	0	-8	-7	9	2
40	CSC1=C(C#N)C(=O)NC(c2ccccc2O)S1 (stereo unspecified)	3	-54	-1.1	11	3	-8	4	-6
41	CN(C)c1cccc2c(S(=O)(=O)NCc3ccc(S(N)(=O)=O)cc3)cccc12	7	22	-0.4	5	-1	-9	-4	1
42	Clc1ccc2c(Nc3ccc4c(c3)OCO4)ccnc2c1	3	-36	-0.5	8	.	-6	51*	25
43	NNC(=O)Oc1ccccc1	7	-52	-0.2	-7	10	-4	-4	3
44	O=[N+]([O-])c1cccnc1Sc1nccc(-c2ccco2)n1	1	17	0.0	-2	-3	-7	-1	5
45	CN(NC(=O)C(C)(C)C)C(=S)SCc1c(F)cccc1Cl	1	-18	0.5	-3	-11	-7	-16	-8

# Only TLR4-MyD88 inh, for five of the compounds above:
cpd	SMILES	TLR4-MyD88 inh
24	CCOC(=O)Cc1c(C(=O)OCC)[nH]c(C)c1C(=O)OCc1ccccc1	1
25	O=[N+]([O-])c1cccnc1Sc1nccc(-c2cccnc2)n1	2
26	Nc1nonc1/C(=N/O)N1CCCC1	1
27	Cc1nn(C)c(=O)c2noc(/C=C/c3ccc(C(F)(F)F)cc3)c12	4
28	CCOC(=O)c1c(SC)nc2ccc(Cl)cc2c1Oc1ccccc1	14

# New compounds follow
no.	Structure	PME-1 Maybridge	Nox1 inh	NOTCH agonist	luminol inh ctr	TLR4-MyD88 inh	rat GALR2 ag	KOR antag MB	S1P1 agonist
46	CSc1cccc(NC(=O)NC(C)(C)C)c1	-4	-8	-0.3	3	10	-6	9	1
47	O=C1Nc2ccc(OC(F)(F)F)cc2C1=O	-3	-11	-0.4	3	10	26*	13	8
48	CC(C)(C)c1ccc(C(=O)N2CCCCC2)s1	2	-43	-0.4	-1	8	-4	-2	-1
49	CCSc1ccc(-c2noc(-c3cccc(C(F)(F)F)c3)n2)cn1	-13	18	-0.4	1	-1	-10	-1	22
50	Oc1ccccc1-c1cc(-c2cccs2)[nH]n1	-5	-8	-0.3	-17	-11	-7	-3	-9
51	CCOC(=O)C1CCN(Cc2cccc(NC(=O)c3cc(C)on3)c2)CC1	0	-17	-0.6	-3	.	-7	21	0
52	Clc1ccc(OCOc2ccc(Cl)cc2)cc1	0	-43	-0.2	-2	10	-8	-35	-6
53	N#Cc1ccc(Oc2ccc(Cl)cc2)c([N+](=O)[O-])c1	6	20	-0.3	-2	2	-8	5	16
54	Cc1cc(C)c(CSCCn2c(C)ccc2C)c(C)c1	-2	-56	-0.4	3	5	-3	15	0
55	O=C(CC(C[N+](=O)[O-])c1ccc(Cl)cc1)c1ccccc1 (stereo unspecified)	-1	-44	-0.6	2	8	-2	4	3
56	COc1cccc(Cc2n[nH]c(=S)n2-c2ccc(Cl)cc2)c1	4	23	-0.4	99*	-8	-6	5	-2
57	O=C(O)c1cnc(-c2ccccc2)[nH]1	0	-75	-0.4	3	13	-1	6	-1
58	CCOC(=O)c1c(C)oc(C)c1S(=O)(=O)Nc1ccc(Cl)cc1	8	6	0.1	-3	1	-6	-6	-9
59	S=C(Nc1ccc(C2CCCCC2)cc1)N1CCSCC1	-4	-54	-0.5	-15	4	0	7	-11
60	COC(=O)c1csc(S(=O)(=O)NC2CCCCNC2=O)c1OC (stereo unspecified)	5	-61	-0.2	-1	-2	-1	-16	-7
61	CS(=O)(=O)N1CCCc2ccccc21	0	-74	-0.9	5	8	-6	2	-3
62	CC(=O)NC(=O)/C(C#N)=C/N1CCN(c2ccccc2)CC1	-2	-27	0.7	-2	5	-6	11	-4
63	FC(F)(F)Oc1ccc(NC(=S)Nc2ccccc2N2CCOCC2)cc1	4	-9	-0.2	1	1	-9	-9	7
64	CC1=C(C(=O)Nc2ccccc2)C(c2ccccc2)C2=C(N1)c1ccccc1C2=O (stereo unspecified)	0	-30	-0.4	3	-73	-8	-6	1
65	Cc1cc(Br)cc(Cl)c1OC(=O)c1ccno1	4	0	-0.6	-22	5	-3	3	-9
66	CCCn1c(=O)c(C#N)cn(C2CC2)c1=O	-2	-47	-0.2	3	2	-7	14	5
67	CC1C/C(=N\NC(N)=S)c2cc(Cl)ccc2S1 (stereo unspecified)	3	6	-0.6	-2	-1	-6	-17	1
68	S=C(SCc1cc(Cl)cc2c1OCOC2)N1CCSCC1	-2	-28	.	-2	-7	-4	9	6
69	COc1ccc(C=NCCNc2nccc(C(F)(F)F)n2)cc1OC	-1	-1	-0.2	2	-4	-2	-14	-22
70	COC(=O)c1scc(C)c1S(=O)(=O)Nc1ccc(C)cc1	7	17	-0.2	-5	2	-4	-2	1
71	CC(C)(C)n1c(-c2ccncc2)n[nH]c1=S	-1	2	-0.3	7	-3	-10	-12	-16
72	COC(=O)c1cnc(N2CCCN(S(=O)(=O)c3cccc4nonc34)CC2)nc1C(F)(F)F	-3	-31	-0.1	3	-1	-7	-4	12
